HIV Rev-RRE inh – disrupts HIV-1 Rev binding to RRE RNA | P05866 | Rev peptide-RRE RNA binding, FRET | hit rate 0.79% among 97,000 | inhibition, % at 8 µM | AID 704;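 active = inhibition above the screen-wide mean plus 3 SD, cut at about 35% in these data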;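 also: 0% = median DMSO wells and 100% = median Neomycin B control wells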
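Assay system: Rev peptide and RRE RNA, both fluorescently labelled; times: 5 min preincubation and 15 min binding, 25 °C; detection: FRET, ex 480 nm, em 540 and 671 nm; read-out basis: % inhibition from 671/540 nm acceptor-to-donor ratio, scaled between controls; benchmarks: DMSO low control, neomycin B high control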
ERa SRC1 pot – enhances coactivator binding to human estrogen receptor alpha | P03372 | TR-FRET ERalpha-LBD/SRC-Cy5 coactivator binding, 2 h; 100 = basal binding, no effect | coactivator binding (% of control), % at 25.6 µM | hit rate 1.3% among 86,000; in the data active = activity above about 200%;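 also: binding measured in presence of low estradiol as agonist stimulus; 0% = peptide alone without receptor and 100% = receptor with peptide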
FAK blocker – FAK (human) kinase inhibition. inhibition, %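 (tested at 7 µM)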. biochemical FAK kinase activity assay. hit rate 0.84% among 97,000. Q05397; in the data active = inhibition above about 19%;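 also: 0% = DMSO and 100% = reference compound high control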
Target sequence (Q05397 whole entry, looked up): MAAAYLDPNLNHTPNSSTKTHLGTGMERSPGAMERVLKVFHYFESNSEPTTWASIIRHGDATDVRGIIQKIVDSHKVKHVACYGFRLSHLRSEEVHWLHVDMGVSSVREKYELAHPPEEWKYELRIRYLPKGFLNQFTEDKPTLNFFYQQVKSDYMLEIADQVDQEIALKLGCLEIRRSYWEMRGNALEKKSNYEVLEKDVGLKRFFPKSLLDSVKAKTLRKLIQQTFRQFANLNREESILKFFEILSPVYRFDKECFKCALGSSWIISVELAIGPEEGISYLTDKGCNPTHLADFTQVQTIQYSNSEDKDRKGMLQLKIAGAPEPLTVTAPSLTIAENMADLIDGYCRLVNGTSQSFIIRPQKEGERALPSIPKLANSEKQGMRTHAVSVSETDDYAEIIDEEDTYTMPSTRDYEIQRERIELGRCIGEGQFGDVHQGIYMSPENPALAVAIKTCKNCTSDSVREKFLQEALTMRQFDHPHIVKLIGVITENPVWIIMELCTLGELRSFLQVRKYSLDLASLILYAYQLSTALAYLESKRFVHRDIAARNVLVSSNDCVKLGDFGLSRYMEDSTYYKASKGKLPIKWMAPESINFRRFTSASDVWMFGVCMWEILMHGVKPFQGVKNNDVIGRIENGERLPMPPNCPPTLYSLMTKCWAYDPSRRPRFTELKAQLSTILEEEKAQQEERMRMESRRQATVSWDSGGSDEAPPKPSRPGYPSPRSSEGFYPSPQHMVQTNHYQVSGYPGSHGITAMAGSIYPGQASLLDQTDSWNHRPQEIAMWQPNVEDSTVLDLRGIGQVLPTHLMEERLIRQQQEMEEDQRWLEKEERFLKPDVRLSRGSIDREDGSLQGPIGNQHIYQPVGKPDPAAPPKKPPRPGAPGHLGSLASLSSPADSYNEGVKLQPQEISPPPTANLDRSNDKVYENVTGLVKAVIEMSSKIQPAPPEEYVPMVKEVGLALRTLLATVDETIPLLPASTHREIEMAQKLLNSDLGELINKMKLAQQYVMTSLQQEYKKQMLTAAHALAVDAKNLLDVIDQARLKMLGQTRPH
ERb SRC1 inh – ER-beta (human) coactivator binding inhibition; Q92731; AID 633; hit rate 1.3% among 86,000; TR-FRET ER-beta LBD / SRC1-Cy5 peptide binding; receptor agonist-loaded with 1 µM estradiol; inhibition, % at 25.6 µM;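 active = compounds whose percent inhibition of the receptor-coactivator binding signal exceeds about 50% in the single-dose screen, limit read from the data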;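 also: 0% = receptor plus peptide wells without compound and 100% = peptide-only wells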
PLK1 PBD inh – blocks phosphopeptide binding to human Plk1 polo box domain. P53350. inhibition, %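 (tested at about 20 µM)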. hit rate 0.13% among 97,000. Plk1 PBD phosphopeptide binding, fluorescence polarization; in the data active = inhibition above about 34%, passing the limit was not always enough
ERa SRC1 inh – ER-alpha (human) coactivator binding inhibition; hit rate 1.7% among 86,000; TR-FRET ER-alpha LBD / SRC-1 peptide, estradiol-bound; inhibition, % at 25.6 µM; P03372; in the data active = inhibition above about 50%;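 also: 0% = receptor plus peptide control and 100% = peptide only without receptor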
CD11b adhes enh – CD11b/CD18-fibrinogen binding enhancement. P05107+P11215. K562 CD11b/CD18 adhesion to fibrinogen, ATPlite luminescence. activation, % at 10 µM. hit rate 0.07% among 93,000;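 active = 10 µM primary screen giving 50% or more activity, confirmed by 40% or more on retest at that dose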; also: strong numbers were not always called active
CD11b adhes inh – CD11b/CD18-fibrinogen binding inhibition. P05107+P11215. K562 CD11b/CD18 adhesion to fibrinogen, ATPlite luminescence; Mn2+ added to activate the integrin. inhibition, % at 10 µM. hit rate 0.54% among 93,000. AID 1497;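 active = primary inhibition of 50% or more at 10 µM, then 40% or more on retest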; also: some results filed as inactive read as strong as hits
PLK1 kinase inh – PLK1 (human) kinase inhibition; P53350; recombinant PLK1 kinase, TR-FRET peptide phosphorylation; inhibition, % at 10 µM; hit rate 0.53% among 97,000; AID 619;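 active = inhibition of 50% or more in the single-concentration screen; inactive = inhibition below 50%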;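 also: 0% = DMSO max control and 100% = H-89 dihydrochloride min control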
Numbers without * were called inactive; . = no result given; [ ] = dose if it differs, or a comment.

SMILES | HIV Rev-RRE inh | ERa SRC1 pot | FAK blocker | ERb SRC1 inh | PLK1 PBD inh | ERa SRC1 inh | CD11b adhes enh | CD11b adhes inh | PLK1 kinase inh
O=c1[nH]c2ccc(S(=O)(=O)N3CCCCC3)cc2[nH]c1=O | 9 | 100 | 0 | -5 | 3 | 19 | . | . | -5
C/C(=N\NC(=O)c1c(Cl)c(C)nn1C)c1cccc(NC(=O)COc2ccccc2)c1 | -4 | . | -2 | . | -38 | . | -7 | 17 | -22
Cc1nc(N2CCCC2)c2ccsc2n1 | 7 | 112 | 7 | 6 | 4 | -6 | -3 | -11 | -14
CCCCOC(=O)C1=C(C)Nc2ncnn2C1c1cc(OC)c(OC)cc1OC (stereo not drawn) | 2 | 119 | 1 | 3 | 1 | 1 | -3 | 12 | -1
C/C(=N\O)C(C)/[N+]([O-])=C/c1nc(C)c(C)n1O (stereo not drawn) | 4 | 102[fluorescence artefact?] | -4 | -13 | 8 | -6 | . | . | -8
CCc1ccc2c(c1)c1nc(C)sc1n2CC | 12 | 98 | 12 | -3 | 24 | -10 | -7 | 1 | -13
COc1ccc(NC(=O)C2CCN(S(=O)(=O)c3ccc(OC)c(OC)c3)CC2)c(OC)c1 | . | 86 | . | 7 | . | 6 | 0 | -14 | .
CCOC(=O)c1c(NC(=O)c2cccs2)sc2c1CCN(C(=O)OCC)C2 | 10 | 119 | 5 | 4 | -23 | 7 | 2 | 22 | -11
CC1(C)CC(=O)C2=C(C1)OC(N)=C(C#N)C2C#Cc1ccccc1 (stereo not drawn) | 18 | 84[fluorescence artefact?] | 1 | 33 | -4 | 26[fluorescence artefact?] | -8 | 58 | 14
CCOc1ccc2nc3ccc4[nH]onc4c3c2c1 | 23 | 106 | 3 | -16 | 14 | -15 | . | . | -10
Cc1cccc2cc(CN(CCN3CCOCC3)C(=O)NCc3ccccc3)c(=O)[nH]c12 | 3 | 107 | -4 | -2 | 20 | -9 | 3 | -2 | 1
CCC1CCc2sc(C(=O)O)cc2C1 (stereo not drawn) | 3 | 89 | -1 | -5 | -13 | -8 | 0 | -6 | -11
O=C1NC(Nc2ccccn2)(C(F)(F)F)C(=O)N1c1ccc(F)cc1 (stereo not drawn) | 0 | 105[fluorescence artefact?] | 0 | 11[fluorescence artefact?] | 14 | 15 | -6 | -8 | -16
CC1CCN(c2oc(Cc3cccc4ccccc34)nc2C#N)CC1 | 15 | 64 | 2 | -8 | 1 | -5 | 2 | 25 | -11
CC(=O)c1sc(NC(=O)C(C)(C)C)nc1C | 4 | 101 | -1 | -5 | 23 | -1 | . | . | -8
O=C1c2cccnc2C(=O)N1Cc1ccco1 | . | 110 | . | 1[fluorescence artefact?] | . | -6 | -6 | 20 | .
CCCn1c(N2CCN(CC(=O)Nc3ccc4c(c3)OCCO4)CC2)nc2ccccc21 | 3 | 131 | -1 | -3[fluorescence artefact?] | -18 | 1[fluorescence artefact?] | 2 | -17 | -1
O=C1OC(c2cccs2)=N/C1=C\c1ccc(-c2cccc(Cl)c2)o1 | 12 | . | -10 | . | -1 | . | 32 | -23 | -13
CCCCn1c(SCC(=O)NCc2ccccc2)nc2ccc(N3CCOCC3)cc2c1=O | 1 | 100 | 6 | 9 | 11 | -7 | 2 | 9 | -15
CC1CCCCC1NC(=O)c1cc2c(s1)CS(=O)(=O)C2 (stereo not drawn) | . | 97[fluorescence artefact?] | . | 10[fluorescence artefact?] | . | 2 | -1 | 2 | .
O=C(O)c1ccc(NS(=O)(=O)c2ccc(Cl)c(Cl)c2)cc1O | 6 | 90 | -3 | -2 | 9 | -1 | 0 | -15 | -8
CCn1cc(C(=O)NCc2ccc3c(c2)OCO3)c(=O)c2ccc(C)nc21 | . | 142 | . | 16[fluorescence artefact?] | . | 20 | 8 | -30 | .
COc1ccc(N/C=C/C(=O)c2ccc(Oc3ncccn3)cc2)cc1 | 0 | . | 3 | . | -13 | . | -2 | 11 | 0
Cc1cc(NC(=O)CN2CCN(c3ccc(O)cc3)CC2)no1 | 6 | 73 | 2 | 6 | -3 | 5 | . | . | -10
CCCOC(=O)/C(C(N)=NCc1ccccc1)=C(\O)OCCC | 15 | 114 | 5 | 4 | -13 | 4 | 0 | 7 | -18
COC(=O)c1cc(Br)ccc1-c1ccc(/C=N/n2nnnc2N)o1 | 10 | 111 | 1 | 7 | -2 | 11 | 22 | -16 | -10
O=[N+]([O-])c1ccc(-c2cc(-c3ccc(Cl)cc3)n[nH]2)cc1 | 6 | . | 1 | . | 6 | . | -2 | 14 | -10
CSc1nnc(-c2sc(-c3ccccc3)nc2C)n1C | -1 | . | -10 | . | -12 | . | . | . | -15
CC(C)(C)c1ccc(OCCC(=O)NC2=NCCS2)cc1 | 10 | . | -2 | . | -39 | . | -9 | 4 | -8
CCCNc1nc2c(c(=O)n(C)c(=O)n2C)n1Cc1ccc(F)cc1 | 0 | 127 | 5 | -10 | -4 | -6 | 0 | -27 | 2
Nc1c(Sc2ccccc2)c(=O)[nH]c(=O)n1Cc1ccccc1 | 6 | 106 | -2 | 3 | -20 | 0 | . | . | -12
CC(C)n1c(SCC(=O)NCc2ccco2)nc2c1c(=O)n(C)c(=O)n2C | -1 | 92 | -2 | 14 | -29 | 16 | 5 | -6 | -7
CCC(c1nnnn1Cc1ccco1)N(CCc1ccccc1)Cc1cc2cc(C)ccc2[nH]c1=O (stereo not drawn) | . | 154 | . | 15[fluorescence artefact?] | . | 15[fluorescence artefact?] | 0 | 7 | .
Cc1nc(C(=O)Nc2ccc(F)cc2)nn1-c1ccc([N+](=O)[O-])cc1 | -3 | . | -6 | . | -6 | . | -1 | -13 | -9
C=CCn1c(SCC(=O)Nc2ccc3c(c2)OCCO3)nnc1-c1ccccn1 | 9 | 113 | -2 | -15 | 18 | -8 | -1 | 11 | -2
CCOC(=O)c1c(-c2cccs2)csc1NC(=O)CN1CCOCC1 | . | 80 | . | 5 | . | 13 | 2 | -4 | .
CN(C)/C=C1\C(=O)N(c2ccc(Cl)cc2)CS1(=O)=O | 6 | . | 1 | . | 12 | . | -6 | -4 | -2
O=C(Oc1ccc(F)cc1C(=O)/C=C/c1cccs1)c1cccc([N+](=O)[O-])c1 | 8 | 113 | 8 | -11 | -29 | 2 | 0 | 19 | -8
O=C(/C=C1\NC2(CCCC2)Cc2ccccc21)N1CCOCC1 | 2 | 98 | -3 | 83*[fluorescence artefact?] | -15 | -2 | 3 | -38 | 0
CC(C)(C)NS(=O)(=O)c1ccc(CCC(=O)NCc2cccnc2)cc1 | 8 | 100 | 1 | -5[fluorescence artefact?] | -1 | 5[fluorescence artefact?] | 2 | -12 | -14
CCOC(=O)c1cnc(-c2ccccc2)nc1Oc1ccc(C)cc1 | 13 | . | 4 | . | -6 | . | . | . | -5
O=C1CCCc2c1nn(-c1ccccc1)[n+]2[O-] | 7 | 95[fluorescence artefact?] | -2 | 5 | -1 | -2 | 4 | -3 | -14
CC(=O)N1CCC(=NNS(=O)(=O)c2ccc(C)c([N+](=O)[O-])c2)CC1 | 7 | . | -1 | . | 17 | . | -1 | -41 | -17
Fc1ccc(C2NC(=S)NC3=C2N2CCC3CC2)cc1 (stereo not drawn) | 8 | 111 | 0 | -3 | -22 | -7 | -3 | 2 | -3
CCNc1nc2c(c(=O)n(Cc3ccccc3)c(=O)n2C)n1Cc1ccccc1 | 8 | . | 1 | . | -9 | . | 6 | 11 | -2
CCOC(=O)c1cn(CC(=O)Nc2ccc(C)cc2)nn1 | 2 | 107 | 0 | -32 | 40 | -24 | -1 | -2 | -6
Cc1ccnc(Sc2ncccc2[N+](=O)[O-])n1 | 0 | 108 | -2 | -1[fluorescence artefact?] | 34 | 5[fluorescence artefact?] | -2 | 4 | -7
CCCCNCc1cc(Br)c(OCC(=O)N2CCOCC2)c(OC)c1 | 4 | . | -1 | . | 19 | . | . | . | 125*
CCOC(=O)NC(Nc1ccc(C)cn1)(C(F)(F)F)C(F)(F)F | 8 | 121[fluorescence artefact?] | 1 | -9[fluorescence artefact?] | 3 | 5 | 1 | -2 | -10
Cc1ccc(Nc2cc(-n3nc(C)cc3C)ncn2)c(C)c1 | . | 113 | . | 6[fluorescence artefact?] | . | 2 | -3 | -3 | .
CCC(=O)N1CCc2cc(S(=O)(=O)NC(CC(C)C)C(=O)N3CCc4ccccc43)ccc21 (stereo not drawn) | . | 100 | . | -9 | . | 4 | 10 | -25 | .
CC(=O)NCCn1c(SCc2ccccc2C)nc2ccccc2c1=O | -1 | 110 | -4 | 4[fluorescence artefact?] | 8 | 5[fluorescence artefact?] | . | . | -8

In the list so far, these have an aryl thioether with sulfur outside any ring:
SMILES | HIV Rev-RRE inh | ERa SRC1 pot | FAK blocker | ERb SRC1 inh | PLK1 PBD inh | ERa SRC1 inh | CD11b adhes enh | CD11b adhes inh | PLK1 kinase inh
CCCCn1c(SCC(=O)NCc2ccccc2)nc2ccc(N3CCOCC3)cc2c1=O | 1 | 100 | 6 | 9 | 11 | -7 | 2 | 9 | -15
CSc1nnc(-c2sc(-c3ccccc3)nc2C)n1C | -1 | . | -10 | . | -12 | . | . | . | -15
Nc1c(Sc2ccccc2)c(=O)[nH]c(=O)n1Cc1ccccc1 | 6 | 106 | -2 | 3 | -20 | 0 | . | . | -12
CC(C)n1c(SCC(=O)NCc2ccco2)nc2c1c(=O)n(C)c(=O)n2C | -1 | 92 | -2 | 14 | -29 | 16 | 5 | -6 | -7
C=CCn1c(SCC(=O)Nc2ccc3c(c2)OCCO3)nnc1-c1ccccn1 | 9 | 113 | -2 | -15 | 18 | -8 | -1 | 11 | -2
Cc1ccnc(Sc2ncccc2[N+](=O)[O-])n1 | 0 | 108 | -2 | -1[fluorescence artefact?] | 34 | 5[fluorescence artefact?] | -2 | 4 | -7
CC(=O)NCCn1c(SCc2ccccc2C)nc2ccccc2c1=O | -1 | 110 | -4 | 4[fluorescence artefact?] | 8 | 5[fluorescence artefact?] | . | . | -8

Random excerpt: 2 compounds from above, in no set order.
SMILES | HIV Rev-RRE inh | ERa SRC1 pot | FAK blocker | ERb SRC1 inh | PLK1 PBD inh | ERa SRC1 inh | CD11b adhes enh | CD11b adhes inh | PLK1 kinase inh
CCNc1nc2c(c(=O)n(Cc3ccccc3)c(=O)n2C)n1Cc1ccccc1 | 8 | . | 1 | . | -9 | . | 6 | 11 | -2
CC(=O)NCCn1c(SCc2ccccc2C)nc2ccccc2c1=O | -1 | 110 | -4 | 4[fluorescence artefact?] | 8 | 5[fluorescence artefact?] | . | . | -8

Bioassay records (PubChem BioAssay)
